APEX1 inh – blocks human APE1 abasic DNA cleavage. P27695. recombinant APE1, TAMRA/BHQ-2 abasic DNA cleavage fluorescence. Potency, µM (doses to about 65.8 µM), inactives show at the top dose activity change, negative = inhibition, most hits filed as inhibitors. actives 0.35% (n = 350,000). AID 2517;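 note: potency is the fitted concentration of half-maximal effect; plate controls were vehicle for no effect and reference inhibitor for full effect; nearly all actives have a fitted effect of over 55% in size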
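Substrate: short duplex with […] THF abasic site, 5'-TAMRA and 3'-BHQ-2, 50 nM final. APE1 at 0.75 nM, preincubated 15 min RT with compound. Fluorescence increase from first to third read measured activity.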
RGS4 inhibitor – inhibitors of human regulator of G protein signaling 4. actives 0.039% (n = 390,000). Potency, µM (top dose mostly 114 µM), for the others: at the highest dose activity change, negative = inhibition, actives largely listed as inhibitors. Transcreener GDP fluorescence polarization, RGS4-accelerated GTP hydrolysis. AID 504845. P49798; note: potency is the fitted concentration of half-maximal effect; % is set by controls: 0 for no effect and ±100 for the full control effect; nearly all actives have a fitted effect of over 75% in size; some results filed as inactive show a strong effect at the top dose
Target sequence (P49798 whole entry, looked up): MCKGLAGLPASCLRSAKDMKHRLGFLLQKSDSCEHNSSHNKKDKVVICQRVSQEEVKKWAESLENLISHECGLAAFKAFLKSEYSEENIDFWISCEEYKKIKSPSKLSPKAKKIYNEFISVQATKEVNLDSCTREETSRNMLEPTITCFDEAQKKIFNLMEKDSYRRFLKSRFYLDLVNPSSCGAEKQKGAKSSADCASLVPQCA
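MLSMR compounds (23 nl, pin-transferred) preincubated 10 min at room temperature with a 500nM (2x) first reagent, then RGS4 at 900nM (2x) plus Transcreener GDP mix added; fluorescence polarization (620/688 nm) read before and after 90 min at 30 °C.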
ERG-DNA inh – blocks human ERG Ets domain binding to DNA; fluorescence polarization, His-ERG Ets domain / labelled DNA; actives 0.028% (n = 370,000); Potency, µM (titrated, usually from 76.9 µM), for inactives: at the top dose FP activity, negative = inhibition, hits mostly inhibitors; AID 624246; active = well fitted inhibition curve with a large enough effect in the polarisation, with a control signal flat; inconclusive = small, poorly fitted or top-dose-only effect, or effect the other way, or a change in a side signal; inactive = no such curve, though single readings can be large or run the other way; the % refers to the polarisation;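 note: polarization taken with two DNA probes labelled with fluorescein and Texas red; potency is the fitted concentration of half-maximal effect; % of control where 0% means no effect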
Target sequence (P11308 whole entry, looked up, the tested form may be a part): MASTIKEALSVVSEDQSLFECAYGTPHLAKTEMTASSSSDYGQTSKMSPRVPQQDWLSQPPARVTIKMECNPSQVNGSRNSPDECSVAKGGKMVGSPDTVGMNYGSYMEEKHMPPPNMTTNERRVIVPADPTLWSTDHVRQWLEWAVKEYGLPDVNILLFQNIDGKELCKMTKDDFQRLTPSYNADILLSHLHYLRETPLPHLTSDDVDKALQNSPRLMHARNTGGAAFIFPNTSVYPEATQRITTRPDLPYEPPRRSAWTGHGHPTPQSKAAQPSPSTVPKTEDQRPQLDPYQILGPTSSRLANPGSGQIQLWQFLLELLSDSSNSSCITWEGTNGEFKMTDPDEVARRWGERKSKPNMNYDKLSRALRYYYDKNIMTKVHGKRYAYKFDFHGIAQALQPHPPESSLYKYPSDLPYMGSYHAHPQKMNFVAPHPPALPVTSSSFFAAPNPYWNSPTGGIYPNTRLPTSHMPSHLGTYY
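His-tagged ERG Ets domain (1 uM in the protein solution; 300mM KCl, 50mM Tris-HCl, 1mM EDTA, 1mM DTT, pH 7.5) received compound, then a probe mix of 5 nM fluorescein-DNA and 100nM Texas-615-DNA. Fluorescence polarization was read for both dyes.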
POLB inh – blocks human DNA polymerase beta activity; Potency, µM (top dose mostly 114 µM), for inactives: at the highest dose activity change, negative = inhibition, hits mostly inhibitors; Pol beta primer extension/strand displacement, fluorescence kinetic; AID 485314; actives 1.3% (n = 340,000); note: potency is the fitted concentration of half-maximal effect; % is set by controls: 0 for no effect and ±100 for the full control effect
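Homogeneous kinetic assay of primer extension and strand displacement by 10 nM Pol beta, preincubated 15 min at room temperature with compound before 50 nM substrate (final) was added. Read at 0 and 10 min; four-parameter Hill fit.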
LDHA block – blocks human lactate dehydrogenase A; P00338; purified LDHA, NADH/diaphorase-resazurin fluorescence; active compounds read low; activity change, % (values are at about 110 or 230 µM); actives 0.15% (n = 480,000); AID 1347041; in the data active = activity change below about -30%; inconclusive = mostly about -25% to -30%;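 note: plate controls were DMSO wells for no effect and wells without enzyme for full effect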
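Remaining NADH was detected by diaphorase (0.133 mg/mL) converting 37 µM resazurin to fluorescent resorufin, read at 0 and 20 minutes. The preceding 5-minute room-temperature reaction used 2 nM LDHA, 0.2 mM sodium pyruvate and 0.06 mM NADH at pH 7.4.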
ALOX12 inh – inhibitors of human 12S-lipoxygenase ALOX12; Potency, µM (doses to about 108 µM), for the others: at the top dose activity change, negative = inhibition, most hits filed as inhibitors; purified 12hLO, xylenol orange hydroperoxide absorbance; P18054; actives 1.1% (n = 580,000); note: potency is the fitted concentration of half-maximal effect; % is set by controls: 0 for no effect and ±100 for the full control effect
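Purified human 12hLO at 150 nM in 25 mM Hepes, 0.01% Triton X-100, pH 7.0, preincubated 15 min at room temperature with compound. Reaction started with 40 uM arachidonic acid, 30 min at room temperature. Hydroperoxide measured by Fe-xylenol orange, 573/405 nm absorbance ratio.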
Apoferritin bind – candidate novel general anesthetic via apoferritin binding; P02791; apoferritin/1-aminoanthracene competitive binding, fluorescence; Potency, µM (doses to about 77.5 µM), without a hit: at the highest dose activity change, negative = displacement, most hits filed as inhibitors; actives 0.074% (n = 350,000); note: potency is the fitted concentration of half-maximal effect; % is set by controls: 0 for no effect and ±100 for the full control effect; nearly all actives have a fitted effect of over 20% in size
Target sequence (P02791 2-175 limits assumed): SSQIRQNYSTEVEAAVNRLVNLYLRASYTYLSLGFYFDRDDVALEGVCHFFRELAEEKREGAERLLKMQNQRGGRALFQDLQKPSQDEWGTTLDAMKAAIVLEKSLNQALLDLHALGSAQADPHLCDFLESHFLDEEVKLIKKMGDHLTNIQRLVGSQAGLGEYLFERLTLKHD
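10 uM apoferritin + 50% sat. 1-AMA, PBS; cpd 10 min RT; Ex380/Em535 endpoint; normalized to free probe vs complex; 4-param Hill fit; propofol titration as pos. ctrl.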
POLH inh – inhibitors of human DNA polymerase eta | Q9Y253 | recombinant Pol eta, fluorescent DNA replication assay | Potency, µM (series often up to 114 µM), without a hit: top-dose activity change, negative = inhibition, usual class: inhibitors | actives 1.2% (n = 390,000); note: potency is the fitted concentration of half-maximal effect; % is set by controls: 0 for no effect and ±100 for the full control effect
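Pol eta at 10 nM preincubated with compounds 15 min at room temperature; reaction started with fluorescent substrate (50 nM final) and read kinetically at 0 and 10 min.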
Pol kappa inh – DNA polymerase kappa (human) inhibition; purified Pol kappa, fluorescent DNA synthesis assay, 10 min; Potency, µM (top dose mostly 107 µM), for inactives: at the highest dose activity, negative = inhibition, hits mostly inhibitors; actives 0.53% (n = 400,000); AID 588579; note: potency is the fitted concentration of half-maximal effect; % is set by controls: 0 for no effect and ±100 for the full control effect
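Here, compound and 10 nM enzyme are combined for 15 min at room temperature; adding 50 nM substrate (final) starts DNA synthesis, tracked by fluorescence at 0 and 10 min against buffer-only wells.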
* hit, by the source's call; u = inconclusive; x = not tested or not shown; [ ] = dose if it differs, or a comment. Unless noted, calls come from the whole dose curve; as a rule, active = well fitted curve in the direction sought with a large enough effect; inconclusive = small, poorly fitted or top-dose-only effect, or another doubt; inactive = no such curve, though single readings can be large; an effect the other way counts as inactive or inconclusive. This is a subset; the hit share may differ from the screen's.

SMILES	APEX1 inh	RGS4 inhibitor	ERG-DNA inh	POLB inh	LDHA block	ALOX12 inh	Apoferritin bind	POLH inh	Pol kappa inh
CCOC(=O)C1NN=C(C(=O)c2ccc(C)cc2)C1c1ccc(C)cc1 (stereo not given)	1.7%	-15.6%	-4.7%	4.4%	-8.6	u	u	-9.5%	-7.0%
CCCCNC(=O)CSc1nc(O)cc(=O)n1C1CCCC1	0.4%	-10.9%	5.7%	11.3%	-7.4	4.8%	-4.1%	-6.2%	0.0%
c1ccc(CCNc2ncnc3c2cnn3-c2ccccc2)cc1	-18.4%	0.6%	x	21.7%	-2.3	u	-12.6%	4.5%	-8.6%
CC(C)Cn1c(=O)c2ccccc2n2c(-c3ccc(Br)cc3)nnc12	x	2.5%	-4.0%	16.5%	-6.5	-25.4%	-4.5%	-1.0%	1.8%
COc1cc2nc(-c3cccs3)oc(=O)c2cc1OC	x	-9.3%	x	x	-6.5	-13.7%	x	9.1%	1.5%
Cc1ccc(-c2nn(-c3ccccc3)c3[nH]c(=O)c(CNCc4ccccc4)cc23)cc1	-1.0%	-6.1%	x	18.8%	-6.5	-16.2%	2.4%	-16.8%	-10.9%
O=C(OCc1c(F)cccc1Cl)c1cccnc1Cl	17.3%	-20.4%	-8.3%	-10.7%	-5.7	-19.6%	u	-15.6%	1.4%
CCc1nnc2n1N=C(c1ccc(Br)cc1)CS2	-15.1%	5.9%	20.3%	3.1%	-2.0	0.0%	-11.8%	-1.9%	-1.8%
O=C1C(=O)N(CC2COc3ccccc3O2)c2ccccc21 (stereo not given)	-2.0%	-13.7%	-11.4%	-0.3%	1.9	6.8%	1.6%	-17.2%	-15.8%
O=C1c2cccnc2C(=O)N1CO	2.2%	-23.4%	-1.5%	36.3%	-6.0	-0.7%	-3.3%	-11.5%	-10.1%
CN(CC(=O)Nc1c(Cl)cccc1Cl)C(=O)c1ccc(NS(=O)(=O)c2ccc3[nH]c(=O)[nH]c3c2)cc1	x	14.8%	0.5%	x	-4.4	352.1%[activator]	x	-9.1%	-9.2%
CCN1CCCC1CNC1=NCCCCC1 (stereo not given)	-0.4%	20.0%	-8.0%	30.2%	-10.3	0.0%	-2.7%	7.1%	-8.8%
O=C(CNC(=O)c1nc[nH]c1C(=O)N1CCNCC1)OCc1ccccc1	17.0%	-16.1%	7.1%	x	0.4	u	x	-6.6%	14.3%
O=C(c1cccc(F)c1)N1CCC(c2nc3ccccc3s2)CC1	18.5%	-15.8%	8.3%	-1.9%	-6.1	-8.8%	-6.3%	-6.3%	-0.7%
Cc1cc(C(=O)Cn2cc(C(F)(F)F)ccc2=O)c(C)n1CC1CCCO1 (stereo not given)	47.6%[activator]	-11.3%	0.0%	x	-7.4	0.3%	x	-22.0%	-1.5%
O=C(O)c1ccc2c(c1)C(=O)N([C@H](Cc1cccc3ccccc13)C(=O)O)C2=O	46.5%[activator]	x	x	x	-1.0	-1.3%	0.5%	x	x
O=C(O)c1ccc(NS(=O)(=O)c2ccc(Cl)cc2)cc1	4.0%	-1.7%	-6.8%	4.7%	-5.7	-24.3%	-7.4%	-5.5%	-3.7%
Cc1ccc(NS(=O)(=O)c2sc3ccc(Cl)cc3c2C)cc1	-0.6%	-17.2%	13.7%	4.1%	-1.6	u	1.6%	-25.6%	-1.5%
O=C(CSc1nnc(NC(=O)c2ccc(F)cc2)s1)NC1CC1	56.6%[activator]	2.8%	9.2%	0.2%	0.3	2.5%	-8.6%	-15.1%	-0.5%
C[C@]12C=CC(=O)C=C1CC[C@@H]1[C@@H]2[C@@H](O)C[C@@]2(C)[C@H]1CC[C@]2(O)C(=O)COC(=O)CCC(=O)NCCc1ccc(O)cc1	5.6%	24.5%	0.0%	-0.2%	-4.0	2.1%	-1.9%	-12.3%	-22.4%[60.1 µM]
O=C(COC(=O)c1ncc(Cl)c(Cl)c1Cl)Nc1ccc(Cl)cn1	0.7%	-21.7%	-0.1%	x	-1.1	u	x	-13.7%	-12.3%
N#CCCn1cc(/C=N/O)c(-c2cccc([N+](=O)[O-])c2)n1	-3.3%	6.4%	0.5%	-0.1%	-10.9	27.3%	-4.0%	-14.6%	0.0%
Cc1ccc(NC(=O)c2ccco2)c(NC(=O)CN2C(=O)c3ccccc3C2=O)c1	1.3%	-5.1%	-13.8%	u	-2.9	10.3%	-4.7%	3.0%	3.1%
COc1ccc(CC(=O)N2CCN(S(=O)(=O)c3cc(Cl)ccc3Cl)CC2)cc1	-7.8%	9.2%	-3.8%	x	1.6	-12.7%	x	-13.6%	8.6%
Cn1c(=O)c2nc(SCCO)n(C)c2n(C)c1=O	x	6.6%	-4.4%	x	-3.2	0.2%	x	-12.5%	-3.9%

Some of these compounds in order of the ERG-DNA inh value, low to high:
compound	APEX1 inh	RGS4 inhibitor	ERG-DNA inh	POLB inh	LDHA block	ALOX12 inh	POLH inh	Pol kappa inh
O=C(O)c1ccc(NS(=O)(=O)c2ccc(Cl)cc2)cc1	4.0%	-1.7%	-6.8%	4.7%	-5.7	-24.3%	-5.5%	-3.7%
O=C1c2cccnc2C(=O)N1CO	2.2%	-23.4%	-1.5%	36.3%	-6.0	-0.7%	-11.5%	-10.1%
CN(CC(=O)Nc1c(Cl)cccc1Cl)C(=O)c1ccc(NS(=O)(=O)c2ccc3[nH]c(=O)[nH]c3c2)cc1	x	14.8%	0.5%	x	-4.4	352.1%[activator]	-9.1%	-9.2%

More structures
SMILES	APEX1 inh	RGS4 inhibitor	ERG-DNA inh	POLB inh	LDHA block	ALOX12 inh	Apoferritin bind	POLH inh	Pol kappa inh
CCC1C2CN(C(C)=O)CC=C2C(C#N)=C(N)C1(C#N)C#N (stereo not given)	-1.7%	7.8%	-3.4%	2.5%	6.3	-4.4%	2.8%	5.5%	-9.1%
CCOC(=O)CSc1nc2nc(C)cc(C)n2n1	3.0%	-8.5%	-10.2%	-1.5%	-8.2	181.2%[activator]	3.0%	-10.9%	-8.4%
CN(C)S(=O)(=O)c1ccc(NC(=O)CN2CCCc3ccccc32)cc1	-3.3%	12.5%	2.2%	1.2%	1.4	-47.4%	-19.8%	-4.0%	-14.1%
Cc1cc(S(N)(=O)=O)c(N)c(S(N)(=O)=O)c1	u	7.7%	7.3%	35.8%	-14.2	-10.4%	3.5%	0.4%	1.5%
CCN(CC)c1ccc(C2C(C(=O)OCCOC(C)C)=C(C)NC3=C2C(=O)CCC3)cc1 (stereo not given)	-4.9%	-1.1%	-11.9%	19.9%	4.4	-28.1%	-5.1%	-10.7%	-9.2%
Nc1nnc(SCC(=O)N2CCc3ccccc3C2)s1	-1.9%	7.0%	-1.3%	5.0%	-9.8	-19.0%	-14.4%	4.5%	-1.2%
O=C(Nc1cccc(-c2nn[nH]n2)c1)c1ccc(Br)s1	9.5%	15.0%	-0.2%	-5.4%	-13.8	-15.0%	-2.2%	4.4%	-25.3%
CC(C)n1c(S(=O)(=O)O)nc2ccccc21	-1.7%	-5.1%	-4.1%	-26.7%	0.0	x	2.3%	-11.8%	4.0%
CS(=O)(=O)NCc1nnc(SCC(=O)NC2CCCCC2)n1-c1ccc(F)cc1	-2.2%	7.7%	-0.7%	12.9%	-3.7	0.0%	-13.4%	-12.7%	-0.9%
O=C(Nc1ccc(F)cc1F)c1c2c(nc3ccccc13)C(=O)N(C1CCCCC1)C2	x	-17.2%	1.9%	6.0%	-15.3	1.8%	0.7%	-17.5%	5.0%
Cc1cccc(OC2CCN(Cc3c(C(=O)N4CCCC4)nc4ccccn34)CC2)c1	-1.9%	19.4%	-2.6%	29.0%	-4.8	-8.8%	-7.3%	-3.8%	9.5%[60.1 µM]
CCOc1ccc(CN2CCc3nc(Nc4ccc(OC)cc4OC)ncc3C2)cc1	x	25.4%	-1.3%	-4.4%	-2.8	-13.1%	47.3%[activator]	x	-7.9%[60.1 µM]
O=C(Nc1nc2c(F)cc(F)cc2s1)C1COc2ccccc2O1 (stereo not given)	-6.0%	-3.5%[56.9 µM]	-1.6%	-14.4%	-4.5	-4.3%	4.0%	-13.8%	-26.3%
CCCCCC(=O)Nc1ccccc1N1CCN(c2ccccc2)CC1	-6.2%	-10.9%	x	-5.8%	0.8	1.3%	42.9%[activator]	-11.9%	3.2%[60.1 µM]
CN(C)C(=O)COc1ccc(S(=O)(=O)c2ccc(OCC(=O)N(C)C)cc2)cc1	7.7%	11.5%[56.9 µM]	-6.1%	14.1%	-15.6	0.0%	-9.6%	8.9%	-7.4%
CCCC(C(=O)NCc1ccco1)N(C(=O)CNS(=O)(=O)c1ccccc1)C1CCCC1 (stereo not given)	1.4%	6.2%	5.2%	-1.4%	1.6	0.0%	-1.1%	-17.1%	-1.5%
COC(=O)c1cccc(NC(=O)c2ccc[n+]([O-])c2)c1	7.8%	-7.0%	8.8%	3.4%	-3.9	-14.7%	-3.1%	-8.6%	-5.0%
Cc1csc(=O)n1CC(=O)OC(C)C(=O)Nc1cccc(Cl)c1 (stereo not given)	16.0%	-0.4%	-4.2%	x	-3.9	1.1%	x	-19.6%	-6.4%
Cc1ccc(Cl)cc1NC(=O)Cn1c(=O)c(CNc2ccccc2)cc2cc3c(cc21)OCCO3	x	-38.2%	-0.8%	9.9%	5.9	169.3%[activator]	2.0%	u	-6.6%

Compound activity deposited in PubChem BioAssay by National Center for Advancing Translational Sciences (NCATS).
